# ABHD5-PLIN5 inh: blocks binding of human ABHD5 to perilipin-5. Split G. princeps luciferase complementation, luminescence, 4 h. inhibition, % at 4 µM. 360,000 tested, 0.78% active;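 active = inhibition above the mean inhibition across every tested compound plus 3 SD, cut at about 22% in these data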;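 note: 0% = DMSO only wells and the 100% control is not disclosed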
# N-glyco inh: N-linked glycosylation inhibition. D54 ERlucT glycosylation luciferase reporter, 24 h; percent of 100 nM tunicamycin response. reporter increase, % at 12.5 µM. 360,000 tested, 0.23% active. AID 588692;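 active = mean luciferase reporter signal, scaled so untreated is 0 and the glycosylation-blocking control 100, at or above a set limit in every replicate; inconclusive = mean reaches the limit but not every replicate does; inactive = mean below the limit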;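 note: luciferase carries N-glycosylation sites so blocking glycosylation raises the light; 0% = median of neutral control wells and 100% = median of 100 nM tunicamycin wells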
# Exocytosis inh: blocks lytic granule exocytosis. TALL-104 LAMP-1 surface exposure, flow cytometry; cells stimulated with thapsigargin and PMA. 360,000 tested, 0.66% active. AID 651702. inhibition, % at 10 µM;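 active = inhibition above about 55%, limit read from the data; inconclusive = no clear call, values can overlap the other calls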
# MC4R barr agon: activates human MC4R beta-arrestin recruitment; U2OS MC4R beta-arrestin complementation, luminescence; percent of melanotan II response, DMSO zero; 360,000 tested, 0.98% active; AID 540308; activation, % at 8.9 µM;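 active = activation above a per-plate cutoff, the mean activation of sample wells on that plate plus 3 SD, cut at about 8% in these data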
# TLR9-MyD88 block: blocks human TLR9 binding to MyD88. 340,000 tested, 0.21% active. Q9NR96+Q99836. inhibition, % at 4.98 µM. CHO BLA complementation TLR9-MyD88, CCF4 FRET ratio. AID 504734;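 active = inhibition above the mean over all tested compounds plus 3 SD, cut at about 21% in these data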;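 note: 0% = DMSO only wells and 100% = clavulanate BLA inhibitor control wells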
# Target sequence (Q99836 whole entry, looked up): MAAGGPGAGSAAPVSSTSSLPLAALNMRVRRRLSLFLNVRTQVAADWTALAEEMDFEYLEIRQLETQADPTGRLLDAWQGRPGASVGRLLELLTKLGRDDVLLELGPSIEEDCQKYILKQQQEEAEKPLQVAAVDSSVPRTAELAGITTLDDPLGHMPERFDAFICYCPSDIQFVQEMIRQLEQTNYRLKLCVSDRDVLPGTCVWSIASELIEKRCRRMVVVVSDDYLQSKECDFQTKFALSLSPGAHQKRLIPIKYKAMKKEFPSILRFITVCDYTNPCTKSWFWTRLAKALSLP
# Target sequence (Q9NR96 whole entry, looked up): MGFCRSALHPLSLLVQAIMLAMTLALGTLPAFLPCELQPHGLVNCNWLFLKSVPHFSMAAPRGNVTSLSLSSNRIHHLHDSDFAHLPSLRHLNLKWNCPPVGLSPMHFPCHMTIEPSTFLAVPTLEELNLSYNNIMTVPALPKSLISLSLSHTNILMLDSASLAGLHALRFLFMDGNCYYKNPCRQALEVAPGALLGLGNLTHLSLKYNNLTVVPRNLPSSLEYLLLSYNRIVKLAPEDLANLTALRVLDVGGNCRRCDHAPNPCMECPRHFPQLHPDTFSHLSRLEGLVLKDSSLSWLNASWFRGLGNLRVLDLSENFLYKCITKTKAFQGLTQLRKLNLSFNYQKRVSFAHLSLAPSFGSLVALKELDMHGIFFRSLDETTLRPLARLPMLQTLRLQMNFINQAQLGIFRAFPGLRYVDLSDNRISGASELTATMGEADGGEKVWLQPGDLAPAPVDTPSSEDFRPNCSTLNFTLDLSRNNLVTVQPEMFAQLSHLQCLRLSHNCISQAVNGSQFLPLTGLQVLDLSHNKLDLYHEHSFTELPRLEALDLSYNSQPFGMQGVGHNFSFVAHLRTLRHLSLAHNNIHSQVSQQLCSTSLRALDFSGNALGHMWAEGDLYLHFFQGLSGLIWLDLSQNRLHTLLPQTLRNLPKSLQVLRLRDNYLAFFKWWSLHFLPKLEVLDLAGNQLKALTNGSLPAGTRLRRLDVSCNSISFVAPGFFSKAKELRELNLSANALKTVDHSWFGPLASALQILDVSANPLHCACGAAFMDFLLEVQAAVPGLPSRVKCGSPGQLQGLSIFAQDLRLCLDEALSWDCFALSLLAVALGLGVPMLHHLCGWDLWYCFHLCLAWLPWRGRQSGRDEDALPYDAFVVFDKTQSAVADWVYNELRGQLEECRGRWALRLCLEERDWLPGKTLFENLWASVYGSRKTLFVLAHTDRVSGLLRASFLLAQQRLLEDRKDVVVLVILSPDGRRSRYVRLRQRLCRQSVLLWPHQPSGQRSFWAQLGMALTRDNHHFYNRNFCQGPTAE
# Vif inh: blocks HIV Vif function. HEK293T cells, Vif self-association by quenched fluorescence, imaging, 24 h. inhibition, % at 7.49 µM. 340,000 tested, 0.35% active; in the data active = inhibition above about 50%, passing the limit was not always enough; inconclusive = no clear call, values can overlap the other calls; inactive = below about 31%; note: some results filed as inactive read as strong as hits
# MC4R antag cAMP: blocks human MC4R cAMP signaling | MC4R-expressing cells, MTII-stimulated cAMP, LANCE TR-FRET | inhibition, % at 6.5 µM | 360,000 tested, 0.48% active | P32245;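 active = inhibition above its plate's cutoff, the mean of tested wells on that plate plus 3 SD, cut at about 29% in these data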;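 note: 0% = Melanotan II alone and 100% = Melanotan II plus saturating MCL0020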
#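 Assay system: human MC4R-expressing U2OS cells; reagent: Melanotan II stimulation of cells; dosing: 6.5 µM single dose; timing: compound 30 min, challenge 1 h, detection 1 h; signal: TR-FRET cAMP assay; replicates: one well per compound, no replicates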
# NOD2-RIPK2 inh: blocks binding of human NOD2 to RIPK2 | O43353 | CHO BLA complementation NOD2-RIPK2, CCF4 ratio | inhibition, % at 4.98 µM | 360,000 tested, 0.38% active; in the data active = inhibition above about 21%;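 note: 0% = vehicle only and 100% = reference blocker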
# aDG glyco act: alpha-DG glycosylation activation; Pro5-aDG cells, alpha-DG glycosylation AlphaScreen (IIH6); 0% Pro5, 100% B10-LARGE cell signal; activation, % at 10 µM; 360,000 tested, 0.22% active; AID 624168;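 active = activation of at least 8% versus controls, or a plate z-score of at least 8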;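 note: Pro5 are CHO cells carrying HIG-tagged alpha-DG that lacks glycosylation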
# ABCB6 inh MLPCN: human ABCB6 transporter inhibition; Q9NP58; K562-ABCB6 porphyrin accumulation, flow cytometry, 1 h; hits give low values; fluorescence ratio to DMSO, % at 10 µM; 360,000 tested, 0.19% active; AID 602162;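 active = fluorescence ratio to DMSO below 75%, the collection mean minus 3 SD; inconclusive = too few cells collected in the well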;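 note: signal is porphyrin accumulated inside mitochondria; 100% equals median channel fluorescence of DMSO control wells; lower ratio means ABCB6 inhibition with less porphyrin fluorescence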
# The depositor's hits bear a star; ? = inconclusive; · = not tested or not shown. Not all compounds are listed; count on the stated rates, not on these rows.
SMILES	ABHD5-PLIN5 inh	N-glyco inh	Exocytosis inh	MC4R barr agon	TLR9-MyD88 block	Vif inh	MC4R antag cAMP	NOD2-RIPK2 inh	aDG glyco act	ABCB6 inh MLPCN
Clc1cccc(CNCCc2c[nH]c3ccccc23)c1	0	-4	43	0.9	-3	9	-2	-3	0.3	95
O=c1c(C=NCc2cccs2)c(O)n(C2CCCCC2)c(=O)n1C1CCCCC1	-3	-4	0	-1.9	1	-24	9	-20	0.0	91
COc1ccc(OC)c(NC(=O)N2C[C@H]3C[C@@H](C2)c2cccc(=O)n2C3)c1	1	-4	12	0.2	-6	?	11	8	-0.2	97
O=c1[nH]c(O)c(C=Nc2ccc(Cl)c(C(F)(F)F)c2)c(=O)[nH]1	-3	5	-2	-0.7	4	0	-3	-4	0.0	100
CCOC(=O)c1cnc(N2CC2)nc1N	0	-5	-2	-1.9	3	-2	3	-5	-0.4	95
CCN1CCc2ccccc2C1	3	1	0	0.3	-1	-12	0	-8	0.0	102
O=c1[nH]c(=O)n(Cc2ccc(F)cc2)c(O)c1C=NCc1cccnc1	-1	1	-6	2.6	7	4	3	-10	0.0	97
CC12CCC(=O)C=C1CCC1C2CCC2(C)C(O)CCC12 (configuration not stated)	1	-2	-6	0.2	2	-3	-6	0	2.0	96
CCCCCC1(C(C)C)C(=O)NC(=S)NC1=O	0	0	-2	-0.8	-2	-10	22	11	0.0	92
COc1cc2c3c(c1OC)Oc1ccc(cc1)C[C@H]1c4c(cc(OC)c(OC)c4Oc4ccc(cc4)C[C@@H]3N(C)CC2)CCN1C	11	-16	9	-1.3	2	-1	5	5	-0.1	89
CC1CN=C(Nc2ccc(F)c(Cl)c2)S1 (configuration not stated)	-2	-3	14	0.0	-3	5	14	-2	0.3	97
O=C(Cn1c2c(c(-c3ccccc3Cl)cc1=O)CCC2)N1CCC2(CC1)OCCO2	-7	-2	1	-2.5	-12	-16	0	5	-0.1	108
CC(C)N=C(NC(C)C)N1CC1	9	0	3	2.2	-4	·	20	3	0.0	97
Cc1cccc(C)c1-n1nnnc1C(c1ccccc1OC(F)(F)F)N1CCC(n2c(=O)[nH]c3ccccc32)CC1 (configuration not stated)	6	-2	13	·	·	·	·	2	-0.3	108
Cc1cc(OCC(=O)N2CCC(C(=O)O)(c3ccccc3)CC2)c2c(C)c(C)c(=O)oc2c1	4	0	-4	-1.9	6	-4	-5	0	0.0	101

# Part of the list above in a different format.
# Below each SMILES: ABHD5-PLIN5 inh, N-glyco inh, Exocytosis inh, MC4R barr agon, TLR9-MyD88 block, Vif inh, MC4R antag cAMP, NOD2-RIPK2 inh, aDG glyco act, ABCB6 inh MLPCN
COc1ccc(OC)c(NC(=O)N2C[C@H]3C[C@@H](C2)c2cccc(=O)n2C3)c1
→ 1, -4, 12, 0.2, -6, ?, 11, 8, -0.2, 97
O=c1c(C=NCc2cccs2)c(O)n(C2CCCCC2)c(=O)n1C1CCCCC1
→ -3, -4, 0, -1.9, 1, -24, 9, -20, 0.0, 91

# More compounds follow.
SMILES	ABHD5-PLIN5 inh	N-glyco inh	Exocytosis inh	MC4R barr agon	TLR9-MyD88 block	Vif inh	MC4R antag cAMP	NOD2-RIPK2 inh	aDG glyco act	ABCB6 inh MLPCN
c1ccc(-c2ccc(CN3Cc4ccccc4-n4nncc4C3)cc2)cc1	-2	-2	2	-0.2	-7	-3	15	-7	0.9	98
O=C(CN1C(=O)CCSc2ccccc21)N1CCC2(CC1)OCCO2	3	2	0	1.4	1	11	-4	-24	-0.1	111
COC12c3ccccc3-c3ccccc3C1C(C(=O)O)C2C(=O)O (configuration not stated)	12	1	-14	·	·	8	·	-9	0.1	93
CCCCCn1c(=O)c(C(=O)NCc2ccco2)c(O)c2ccccc21	5	-3	-1	-0.6	1	-1	5	3	0.1	101
CCCNc1oc(-c2cccc3ccccc23)nc1C#N	-3	-1	3	4.3	-12	·	-8	-4	-0.1	102
CCC(c1nnnn1Cc1ccccc1)N1CCC(n2c(=O)[nH]c3ccccc32)CC1 (configuration not stated)	-2	-3	8	·	·	2	·	1	1.7	87
C/C(=N\NC(=O)c1ccccc1)c1c(O)n(C2CCCCC2)c(=O)[nH]c1=O	2	1	1	-1.4	-5	0	3	-13	-0.6	94
COc1cc2[nH]c(=S)n(-c3ccccc3)c(=O)c2cc1OC	1	6	-3	-2.7	1	0	4	-4	0.1	102
CN(C)P(=O)(C(Cl)=C(N1CCCCC1)N1CCCCC1)N(C)C	-28	23	-2	-0.7	-1	12	6	4	0.4	99
CCN(CC)CCN=C(C)c1c(O)n(-c2ccccc2OC)c(=O)[nH]c1=O	1	1	4	-1.6	3	-41	-3	2	-0.1	96
O=c1c2ccccc2nc(-c2ccco2)n1-c1ccc(Br)cn1	13	-3	0	0.0	1	3	5	6	1.7	94
CCOP(=O)(OCC)C(NC(=O)C(Cl)Cl)C(Cl)(Cl)Cl (configuration not stated)	-9	0	1	-3.0	-4	-3	3	-15	0.1	92
Cc1ccc(-c2cc(-c3ccccc3)cc(-c3ccccc3)[n+]2-c2ccccc2)cc1	13	17	-8	1.9	-1	-3	14	13	0.5	86
O=C(c1ccc(N2CC3CC(C2)c2cccc(=O)n2C3)c([N+](=O)[O-])c1)N1CCCC1 (configuration not stated)	7	2	-1	-1.0	-2	-4	14	-3	0.0	105
CC1CN(C(=O)CCC(=O)N2CCC3(CC2)OCCO3)c2cc(Cl)ccc2O1 (configuration not stated)	7	1	-1	1.0	-7	-3	0	-5	-0.1	101
Cc1cc(N(CCCl)CCCl)ccc1/C=N/NC(=O)c1ccco1	-1	-3	-1	-0.4	-2	·	-4	-8	-0.2	100
Cc1ccc(S(=O)(=O)Nc2cc(C(=O)N3CCC4(CC3)OCCO4)ccc2N2CCCCC2)cc1	1	-3	-2	-1.2	-5	-10	1	3	0.0	110
COC(=O)c1ccc(NC(=O)NC(=O)Oc2ccccc2)cc1	-10	0	1	1.1	5	16	-1	-10	-0.1	90
O=C(c1cc([N+](=O)[O-])ccc1N1CCNCC1)N1CCOCC1	0	4	29	-0.7	-2	-1	2	-4	0.0	100
CC1CCN2c3nc4ccccn4c(=O)c3CC3(C(=O)N(C)C(=O)N(C)C3=O)C2C1 (configuration not stated)	-5	0	-3	2.5	-8	10	3	-8	0.0	99
Cn1c(O)c(C(=O)c2ccccc2)c(=O)n(C)c1=O	9	-1	-1	0.2	2	-28	2	0	-0.1	94
CCOC(=O)C1(c2ccccc2)CCN(CC(=O)Nc2cccc3ccccc23)CC1	-3	-4	-2	3.6	-8	·	21	-4	1.0	94
O=C(N/N=C/C1C(=O)NC(=S)N(c2ccccc2)C1=O)c1cc(Br)c(O)c(Br)c1 (configuration not stated)	5	0	-4	-2.0	11	14	0	-5	0.0	108
CCN(CC)CCNCc1nc2ccccc2c(=O)n1-c1ccc(F)cc1	0	1	9	-1.9	-5	1	2	-12	-0.2	97
CCOP(=O)(OCC)c1cc(CC)ccc1O	-3	2	1	0.6	1	-4	2	8	0.1	96
COCCCn1c(N)c(C(=O)Nc2ccccc2)c2nc3ccccc3nc21	-4	3	6	-2.2	·	·	4	-15	0.0	90
CN(CC1COc2ccccc2O1)c1nc(-c2cccnc2)nc2ccccc12 (configuration not stated)	-1	-1	87*	3.1	-12	1	-4	3	-0.1	91
CC(=O)Nc1ccc(C(c2c(O)c3ccccc3oc2=O)c2c(C)n(C)n(-c3ccccc3)c2=O)cc1 (configuration not stated)	0	0	2	-1.8	8	10	3	0	0.0	100
CCOc1cc(/C=C2/C(=O)NC(=O)N(c3ccc(CC)cc3)C2=O)ccc1OC(=O)c1cccs1	22*	1	2	-1.9	-11	4	0	5	0.1	104
O=C1CC(=O)N(c2cccc(Br)c2)C(=O)N1	13	2	-10	-0.4	-1	18	3	-3	0.0	95

# Next section.
Structure	ABHD5-PLIN5 inh	N-glyco inh	Exocytosis inh	MC4R barr agon	TLR9-MyD88 block	Vif inh	MC4R antag cAMP	NOD2-RIPK2 inh	aDG glyco act	ABCB6 inh MLPCN
Cc1ncoc1C(=O)NCC1=C(c2cccc3ccccc23)C[C@@H]2CC[C@H]1N2Cc1ccco1	2	-2	-4	-0.1	-2	0	6	6	-0.1	99
Cc1ncoc1C(=O)NCC1=C(c2ccc(S(C)(=O)=O)cc2)C[C@@H]2CC[C@H]1N2CCOc1ccccc1	5	1	7	0.3	1	-2	11	-12	0.0	96
CCOC(=O)c1ccccc1NC(=O)c1c(O)[nH]c(=O)[nH]c1=O	-8	3	0	-1.5	-1	10	10	1	0.1	95
Cn1cc(C=C(C#N)C#N)c2ccccc21	-3	0	0	-2.5	7	13	-3	0	0.1	95
CCCOc1ccccc1NP(=O)(Oc1ccccc1)Oc1ccccc1	8	-2	-11	-1.0	-8	-8	0	-5	0.0	102
C[C@]12CCC3C(CC[C@H]4C[C@H](O)CC[C@]34C)C1CC(=O)[C@@H]2O (some centres not stated)	2	-1	5	-1.5	5	3	13	-6	-0.3	98
Fc1ccccc1CNC1CN2CCC1CC2 (configuration not stated)	-2	2	1	-1.1	2	1	-2	-6	-0.2	95
CC(=NCCC1=CCCCC1)c1c(O)n(C)c(=O)n(C)c1=O	-2	-1	-2	0.5	-10	2	0	-4	0.2	95
O=C(Nc1ccc(F)cc1)c1c(O)c2c(n(Cc3ccccc3)c1=O)CCCC2	6	-3	6	-1.0	6	11	4	-1	-0.1	101
CC(=O)N1N=C2C3CCN(CC3)C2C1c1cccc2ccccc12 (configuration not stated)	8	1	2	-0.4	3	·	-2	-9	0.0	96
Cc1cc(OCc2nn[nH]n2)c2c3c(c(=O)oc2c1)CCCC3	3	1	-1	-0.1	9	1	-1	-11	2.6	98
Cc1cccc(NC(=O)N2C[C@H]3C[C@@H](C2)c2cccc(=O)n2C3)c1	0	-2	-1	0.1	-1	7	2	6	-0.1	95
COc1ccc(Cc2c(O)[nH]c(=S)[nH]c2=O)cc1	-9	2	-5	-1.7	-3	33	4	-2	0.0	92

# In the list so far, two contain a nitro group on carbon.
Structure	ABHD5-PLIN5 inh	N-glyco inh	Exocytosis inh	MC4R barr agon	TLR9-MyD88 block	Vif inh	MC4R antag cAMP	NOD2-RIPK2 inh	aDG glyco act	ABCB6 inh MLPCN
O=C(c1ccc(N2CC3CC(C2)c2cccc(=O)n2C3)c([N+](=O)[O-])c1)N1CCCC1 (configuration not stated)	7	2	-1	-1.0	-2	-4	14	-3	0.0	105
O=C(c1cc([N+](=O)[O-])ccc1N1CCNCC1)N1CCOCC1	0	4	29	-0.7	-2	-1	2	-4	0.0	100
